# hcGAS lum – Primary biochemical luminescence assay for human cyclic GMP-AMP synthase inhibitors | hit rate 0.081% among 290,000 | Q8N884 | inhibition, % at 12.5 µM | recombinant h-cGAS, ATP depletion, Kinase-Glo luminescence;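 also: 0% = vehicle reaction and 100% = reaction without DNA for no activity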
# Target sequence (Q8N884 whole entry, looked up): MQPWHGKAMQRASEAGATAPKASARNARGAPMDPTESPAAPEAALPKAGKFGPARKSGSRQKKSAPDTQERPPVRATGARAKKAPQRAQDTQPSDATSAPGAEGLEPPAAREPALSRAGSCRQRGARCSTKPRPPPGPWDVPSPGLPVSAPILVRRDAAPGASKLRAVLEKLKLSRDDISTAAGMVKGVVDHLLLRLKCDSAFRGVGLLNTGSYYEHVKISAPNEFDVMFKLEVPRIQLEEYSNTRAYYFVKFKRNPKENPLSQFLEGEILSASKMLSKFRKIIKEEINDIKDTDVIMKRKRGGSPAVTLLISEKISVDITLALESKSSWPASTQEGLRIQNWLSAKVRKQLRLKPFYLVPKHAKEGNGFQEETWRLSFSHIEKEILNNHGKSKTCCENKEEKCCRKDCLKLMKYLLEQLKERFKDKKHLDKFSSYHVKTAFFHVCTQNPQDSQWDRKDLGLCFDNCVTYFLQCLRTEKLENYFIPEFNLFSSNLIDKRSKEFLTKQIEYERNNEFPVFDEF
# mcGAS lum – cyclic GMP-AMP synthase inhibitors, mouse, primary biochemical chemiluminescence. recombinant cGAS, Kinase-Glo ATP depletion luminescence. Q8C6L5. hit rate 0.15% among 160,000. inhibition, % at 12.5 µM;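 also: 0% = negative control wells and 100% = reference inhibitor with no enzyme activity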
# NPYLR7 ag – agonists of mosquito NPYLR7 receptor, primary screen, cell-based, Aedes aegypti, calcium fluorescence, mosquito biting behavior; Aedes aegypti neuropeptide Y-like receptor 7 (NPYLR7); HEK293T NPYLR7/Galpha15, GCaMP6s calcium fluorescence; activation, % at 10 µM; hit rate 0.15% among 270,000; AID 1259423, 2018; in the data active = activation above about 40%;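 also: 0% = vehicle and 100% = reference agonist at the receptor; some compounds past the cut are filed as inactive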
# * = called active by the depositor; . = not tested or not shown; & = joins results of further samples. Rule as the data show it, unless noted: active = inhibition above about 40%; inactive = the rest.
mol,hcGAS lum,mcGAS lum,NPYLR7 ag
O=C(CN1CCCC1)N1N=C(c2ccc(F)cc2)CC1c1ccccc1Cl (stereo unspecified),-7,-6,20
CCN(CC(=O)Nc1ccc(NC(C)=O)cc1)C(=O)C1=COCCO1,-5,.,-2
Cn1c(CCNC(=O)Cc2ccccc2F)nc2cc(F)ccc21,-8,-14,-5
COc1cc(C2c3c(n(C)c(=O)n(C)c3=O)N=C3COC(=O)C32)cc(OC)c1OC (stereo unspecified),4,-2,1
COc1ccc(N2CCN(C(=O)CC3CSc4nc5c(c(=O)n43)CCCC5)CC2)cc1 (stereo unspecified),-3,.,-3
CCc1c(C(=O)N2CCOCC2)c(CC(C)C)nn1-c1ccc(Cl)cc1,-1,-4,-1
O[C@@H]1CN(Cc2ccc3c(c2)OCCO3)CC[C@H]1N1CCN(c2ccccn2)CC1,-6,.,4
Cc1noc(C)c1CCC(=O)NC1CC(=O)N(C2CCCCCC2)C1 (stereo unspecified),-6,-10,15
Cc1noc(C)c1C1CCCN1C(=O)c1coc2c1C(=O)CCC2 (stereo unspecified),3,.,11
CC(C)C(NC(=O)c1ccc(F)cc1)C(=O)Nc1ccc(Cn2ccccc2=O)cc1 (stereo unspecified),-5,.,3
COc1ccc(NC(=O)c2cc(-c3cc(C)sc3C)nc3c2cnn3C(C)C)cc1OC,-3,.,3
CCc1[nH]n(-c2cccc(Cl)c2)c(=O)c1C1=C([n+]2cccc(C)c2)C(=O)N(CC(C)C)C1=O,-8,-8,4
Cc1nc(SCCNC(=O)c2nc[nH]c2C)n[nH]1,-1,-2,-3
Cc1nnc(CN(C)Cc2cn(Cc3ccccc3)nc2-c2cc3ccccc3o2)o1,-5&-3,-4,1&-7
CN1CC2(CCCN(C(=O)c3cnc4cccnn34)C2)OC1=O (stereo unspecified),-3,.,7
Cc1cccc(C(=O)N(C)CCCN2c3ccccc3CCc3ccccc32)c1,-5,.,-8
Cc1cccc(-n2c(=O)c3c(n4cnnc24)-c2ccccc2CC32CCCCC2)c1,-3,-7,2
CN(CC(=O)NCc1ccc(Br)cc1F)C1CC1,-3,.,-3
CC(C)COC(=O)C(C)Nc1n[nH]c(=O)[nH]c1=O (stereo unspecified),7,3,-1
Cc1nc(N2CCOCC2)sc1C(=O)NNS(=O)(=O)c1ccccc1C(F)(F)F,-8,-7,0
CCc1ccc(CN2CCC3(CCC(=O)N(C)CC3)CC2)nc1,1,.,-1
CC(C)C1CN(Cc2cnc[nH]2)CCCN1CC1CC1 (stereo unspecified),0,-9,-4
CC(C)CN(CCc1nc(-c2ccc([N+](=O)[O-])cc2)no1)CC(O)COC(C)(C)C (stereo unspecified),-10,25,3
COc1ccc(N2C3=[N+](CC2(O)c2ccc(OC)cc2)c2ccccc2CC3)cc1 (stereo unspecified),-17&-14,-5,0&-2
COc1ccc([C@H](C)NC(=O)c2ccc(-c3n[nH]c4c3COc3ccccc3-4)cc2)cc1,-6,-6,.
CC1SC(=NC(=O)c2ccco2)NC1=O (stereo unspecified),0,.,-2
CC(=O)c1ccc(NC(=O)N[C@H]2C[C@@](O)(C(=O)N[C@@H](Cc3ccc(O)cc3)C(N)=O)C[C@@H](O)[C@@H]2O)cc1,-5,-7,-5
CCC(C)N(Cc1cccc(F)c1)CC(O)COCC(C)C (stereo unspecified),0,-4,23
CCCNC(=O)Cn1nc2c(c1NC(=O)C1c3ccccc3Oc3ccccc31)CSC2,0,-1,-2
O=C(N/N=C\c1c(O)ccc2oc3c(c12)CCCC3)c1cc(=O)[nH]c2ccccc12,-9,-8,2
CCOC(=O)c1[nH]c(COC(=O)CCC2CCCC2)c(C(=O)OCC)c1C,-3,.,3
CCCCn1c(SCC2CCCCO2)nc2ccccc21 (stereo unspecified),-7,-7,-4
Cc1cnn(C2CCN(C3CCCN(c4ccccc4)C3=O)CC2)c1 (stereo unspecified),-2,.,8
N#Cc1cccc(C=C2N=C(c3cccc(F)c3)OC2=O)c1,-6,.,-1
COc1ccc(CCOC(=O)C2CCCCN2C(=O)c2ccc(Cl)c(Cl)c2)cc1OC (stereo unspecified),-9,-5,6
COc1ccc(CCN(Cc2ccc(C)o2)C(=O)CN(CC2CCCO2)C(=O)c2ccc(Cl)cc2)cc1OC (stereo unspecified),5,3,2
CN(Cc1csc(-c2cccs2)n1)Cc1nc(-c2ccc3c(c2)OCO3)no1,1,-12,0
Fc1ccc(-c2cncnc2)c(Cl)c1,-12,.,-3
Cc1cc[n+]2cc(C)n(Cc3cccc(F)c3)c2c1,-5,-9,17
CCOc1ccccc1C(=O)N1CCC(c2nc(-c3ccc(C(F)(F)F)cc3)no2)CC1,-5,-8,7

# As a working copy, some entries already given.
mol,hcGAS lum,mcGAS lum,NPYLR7 ag
CC1SC(=NC(=O)c2ccco2)NC1=O (stereo unspecified),0,.,-2
CC(=O)c1ccc(NC(=O)N[C@H]2C[C@@](O)(C(=O)N[C@@H](Cc3ccc(O)cc3)C(N)=O)C[C@@H](O)[C@@H]2O)cc1,-5,-7,-5
CCC(C)N(Cc1cccc(F)c1)CC(O)COCC(C)C (stereo unspecified),0,-4,23
CCCNC(=O)Cn1nc2c(c1NC(=O)C1c3ccccc3Oc3ccccc31)CSC2,0,-1,-2
O=C(N/N=C\c1c(O)ccc2oc3c(c12)CCCC3)c1cc(=O)[nH]c2ccccc12,-9,-8,2
CCOC(=O)c1[nH]c(COC(=O)CCC2CCCC2)c(C(=O)OCC)c1C,-3,.,3

# (cont.)
mol,hcGAS lum,mcGAS lum,NPYLR7 ag
CC(C)(C)c1cc(NC(=O)C2CCC2)n(-c2ccc(Br)cc2)n1,-3,-8,18
Cn1ncc(Oc2ccc(Cl)cc2)c(Nc2cccc(C(=O)NC3CC3)c2)c1=O,-8,-9,4
CCOC(=O)C1=C(O)/C(=C\c2cccc(C)c2O)SC1=Nc1ccc(OC)c(OC)c1,-5,-5,5
CS(=O)(=O)c1ccc(C(=O)N(Cc2ccccn2)c2nc3ccc([N+](=O)[O-])cc3s2)cc1,-2,-3,-2
COc1cccc(Cn2cccc2CN(Cc2ccccc2)C(=O)CN(CC(C)C)S(=O)(=O)c2cc(Cl)ccc2Cl)c1,-7,-4,24
Cc1sc2nc(C(C)Sc3nnnn3Cc3cccs3)[nH]c(=O)c2c1C (stereo unspecified),-1,.,-2
CCOC(=O)N1CCC(NC(CC)c2cc(C)ccn2)CC1 (stereo unspecified),-8,-12,.
CCOc1ccc(C(=O)N(C)Cc2cccc3cnccc23)o1,0,-7,-4
COC(=O)[C@H]1C[C@@H](O)CCN1C(=O)CN1C[C@@H](C)O[C@@H](C)C1,-6,.,3
COC(=O)c1ccc(COC(CN2CCN(S(=O)(=O)c3cc(C)ccc3OC)CC2)c2ccc(Cl)cc2)cc1 (stereo unspecified),-1,-6,.
Cc1ccnc(NCCNCc2nnc(-c3ccc(C)n3C)o2)c1,2,.,2
COc1cccc(OCCCCCCOc2cccc(OC)c2)c1,-3,.,3
COC(=O)c1cc(OC)c(OC)cc1NC(=O)C1CC1,-1,-6,-8
CCOC(=O)CC(=O)Nc1cccc(-c2cccc(-c3cc(OC)ccc3OC)n2)c1,-3,-6,-7
CCOC(=O)CCc1c(C)nc2ncnn2c1N1CCN(CC(=O)N2CCCCC2)CC1,-7,-7,.
COCCNCc1cccn1Cc1ccccc1,0,.,29
OCc1cc(Br)cc(Br)c1O,2,3,-6
COc1ccc(-c2nc(Cn3cc(C)cn3)c(C)o2)c(C)c1C,-8,.,-1
OCc1nc2ccccc2s1,-10,.,6
CCN1CCCC1CNC(=O)c1cc(S(N)(=O)=O)ccc1OC (stereo unspecified),-2&-3,-6&1,-1&-5
CSc1nnc2c(n1)OC(c1cn[nH]c1-c1ccccc1)Nc1ccccc1-2 (stereo unspecified),-9,-4,2
C=CCN(Cc1ccc(Cl)s1)C(=O)Cn1ccccc1=O,-8,.,5
N#Cc1c(N)n(-c2ccc(Br)cc2F)c2nc3ccccc3nc12,-3,.,5
CC1(c2ccc(Br)cc2)NN=Cc2nc3ccccc3c(=O)n21 (stereo unspecified),-6,.,-1
CC(=O)N1CCC(NC(=O)c2ccc(Cl)c(NC(=O)c3cccs3)c2)CC1,-1,.,6
Cc1ccc(NC(=O)Cn2c(-c3nnc(C(C)C)o3)cc3ccccc32)cc1,-8,-9,-4
CCN(CC)S(=O)(=O)c1ccc(Cl)c(C(=O)Nc2ccc(OC)cc2)c1,-2,-5,0
COc1ccc(CCC(=O)Nc2nn(C)c3c2CC(C)C(=O)N3)cc1 (stereo unspecified),-8,-12,-18
CC(CN1CCOCC1)NCC(=O)NC(C)(C)C (stereo unspecified),-3,-4,.
Cc1ccsc1-c1nccn1Cc1ccc2c(c1)n(C)c(=O)n2C,-6,-14,.
COCCNC(=O)c1c(C(F)(F)F)nn(C2CCCN(C(C)C)C2)c1C (stereo unspecified),-7,.,13
COc1cc2c(cc1OC)CN(c1cc(C(=O)NCc3ccccc3F)c3ccccc3n1)CC2,-6,-2,8
Cc1cc(Nc2ccc3c(n2)C(=O)N([C@H](C)C(=O)NC(C)C)C3)n(C)n1,-10,.,10
COc1ccc(Cl)cc1-c1csc(-c2cc3ccc(OC(C)=O)cc3oc2=O)n1,-2,.,7
Cn1cc(C(=O)N2CCCC(O)(CO)CC2)c2ccccc21 (stereo unspecified),-5,.,17
Cc1cc(C(=O)COC(=O)C23CC4CC(CC(O)(C4)C2)C3)c(C)n1C,4,1,-6
COc1ccc(NC(=O)Cc2ccccc2F)cc1Cl,-7,.,0
COc1ccc(C(=O)N2CCCC(OCc3cccc(OC)c3)C2)cc1 (stereo unspecified),-3,.,-2
Cc1ccc(CN2CCN(C(=O)c3n[nH]c4c3CCC4)C(C)C2=O)cc1 (stereo unspecified),1,.,-7
Cc1ccc2[nH]c(C(=O)N3CCCC3c3cc(C)no3)c(C)c2c1 (stereo unspecified),0,0,5
CCCCn1c(=O)[nH]c(=O)c2c1nc(-c1ccncc1)n2CCC,-10,.,14
C[C@H]1COC(C#N)CN1Cc1ccccc1 (stereo partly specified),-3,.,33
N#Cc1c(-c2ccccc2F)c(C#N)c2nc3ccccc3n2c1N,19,2,3
Cc1ccc(CNC(=O)C2CCC(=O)N(Cc3ccccn3)C2)s1 (stereo unspecified),-11,.,0
Cc1cc(NC(=O)COc2cccc([N+](=O)[O-])c2)no1,-7,-4,0
COC(=O)CNC(=O)Cn1cnc2ccccc2c1=O,-20,-3,17
Cc1cn2c(n1)C(CNCc1cnn(C(C)(C)C)c1)CCC2 (stereo unspecified),-7&-7,-7,0&12
Oc1ccccc1/C=N\Nc1nn2cnnc2c2ccccc12,3,.,-4
COc1ccccc1NC(=O)C1=C(C)NC(=O)NC1c1ccccc1Br (stereo unspecified),-2,-4,-1
O=C1N=C(N2CCOCC2)SC1=Cc1ccccc1F,3,2,5
C/C(=C/C(=O)N1CCCOC2CCCC21)c1ccccc1 (stereo unspecified),5,5,-1
COC(=O)CCc1c(C)nn(-c2ccc(C(=O)NC3CCCC(C)C3)cc2)c1C (stereo unspecified),-3,-6,22
Cc1ccc(F)cc1NC(=O)c1cc(S(=O)(=O)N2CCOCC2)cn1C,-6,.,-4
CCOC(=O)N1CCN(C(=O)CCc2nnc(Cc3ccc(-c4ccccc4)cc3)o2)CC1,-6,.,0
Cc1nc(-c2ccc(S(=O)(=O)N3CCSC3)cc2)co1,-7,-15,13
CC(=O)C1=C(O)CC(C)(O)C(C(C)=O)C1C (stereo unspecified),-1,.,-3
Cc1ccc(NC(=O)c2cc(-c3ccc(C)o3)nn2-c2cccc(Cl)c2)cc1,0,-3,0
O=C1C(=Cc2ccccc2)SC(=S)N1N=Cc1ccccc1,-4,-4,-1
Cc1ccc(-c2cc(C(=O)N3CCN(C)CC3)c3c(C)nn(C4CCS(=O)(=O)C4)c3n2)cc1 (stereo unspecified),-8,-10,2
COc1ccccc1N1CCN(C(=O)c2cc(Cl)ccc2O)CC1,-16,.,0

# Full records, looked up by structure. Screens in order: hcGAS lum, mcGAS lum, NPYLR7 ag
# COC(=O)c1cc(OC)c(OC)cc1NC(=O)C1CC1 as listed: -1, -6, -8
# CS(=O)(=O)c1ccc(C(=O)N(Cc2ccccn2)c2nc3ccc([N+](=O)[O-])cc3s2)cc1 as listed: -2, -3, -2
# CC1(c2ccc(Br)cc2)NN=Cc2nc3ccccc3c(=O)n21 (stereo unspecified) as listed: -6, ., -1
# CCc1ccc(CN2CCC3(CCC(=O)N(C)CC3)CC2)nc1 as listed: 1, ., -1

# Next part
mol,hcGAS lum,mcGAS lum,NPYLR7 ag
C=CCn1c(CCCNC=O)nc2ccccc21,-5,.,1
Cc1c(N2C(=O)c3cccc4c(Cl)ccc(c34)C2=O)c(=O)n(-c2ccccc2)n1C,-9,-6,6
COCCOC1CCCN(C(=O)c2ccc([N+](=O)[O-])cc2)C1 (stereo unspecified),6,.,-2
C=C(C)COc1ccccc1C(=O)Nc1cccc(NC(=O)CC)c1,-1,.,5
NC1(C(=O)O)CCN(Cc2ccc3occc3c2)C1 (stereo unspecified),-3,-4,.
COc1ccc(/C=C2/SC(=S)N(CCC(=O)Nc3ccccc3)C2=O)cc1,3,-5,-6
COc1cccc(-c2nnc(-c3cc4ccccc4oc3=O)o2)c1,-4,-5,-4

# Screening data (PubChem)
